From PubChem
Mtb BioA inh = M. tuberculosis BioA enzyme inhibitors, primary screen, biochemical, plate reader, single point, HTS | inhibition, % at 9.99 µM | AID 602481, 2012 | purified M. tuberculosis BioA enzyme | 0.096% of 360,000 active | 7,8-diaminopelargonic acid synthase BioA (Mycobacterium tuberculosis); in the data active means inhibition above about 40%
* hit, by the source's call.

SMILES	Mtb BioA inh
C[C@@H]1CN([C@H](C)CO)C(=O)c2cc(NC(=O)CCN3CCOCC3)ccc2O[C@H]1CN(C)S(=O)(=O)c1cn(C)cn1	-1.8
CO[C@H](CN(C)Cc1nccs1)[C@H](C)CN([C@H](C)CO)S(=O)(=O)c1ccc(F)cc1	1.2
CO[C@@H]1CN(C)C(=O)c2cc(NC(=O)C3CCCC3)ccc2OC[C@H](C)NC[C@H]1C	-3.1
C[C@H](CO)N1C[C@H](C)[C@H](CN(C)C(=O)C2CCC2)Oc2cc(C3=CCCC3)ccc2S1(=O)=O	0.7
CO[C@H]1CN(C)C(=O)c2ccc(NC(=O)c3ccno3)cc2OC[C@H](C)N(C(=O)C2CCC2)C[C@H]1C	12.0
CO[C@H]1CN(C)C(=O)c2cc(NC(=O)Cc3ccccc3)ccc2OC[C@H](C)N(C(C)=O)C[C@H]1C	0.9
COc1ccccc1-c1cnc2c(c1)C(=O)N([C@@H](C)CO)C[C@@H](C)[C@H](CN(C)Cc1ccc(F)cc1)O2	-1.5
COc1ccc(C#Cc2ccc([C@@H]3[C@@H](CO)N4CCCCN(Cc5ccccc5F)C[C@@H]34)cc2)cc1	-1.7
C[C@H]1CN([C@@H](C)CO)C(=O)c2cc(-c3ccc(F)cc3)cnc2O[C@H]1CN(C)CC1CCCCC1	0.8
COCC#Cc1cnc2c(c1)C(=O)N([C@H](C)CO)C[C@@H](C)[C@@H](CN(C)C(=O)Cc1cccnc1)O2	1.7
C[C@@H]1CN([C@H](C)CO)C(=O)c2cccc(NC(=O)c3cnccn3)c2O[C@@H]1CN(C)C(=O)Nc1ccccc1	-1.7
Cc1noc(C)c1NC(=O)N[C@H]1CC[C@@H](CC(=O)Nc2ccccc2)O[C@H]1CO	1.3
C[C@H](CO)N1C[C@H](C)[C@H](CN(C)C(=O)C2CCCCC2)Oc2ncc(C#Cc3cccc(F)c3)cc2C1=O	1.1
Cc1cccc(S(=O)(=O)N2CCCCN3[C@H](CO)[C@@H](c4ccc(-c5cccnc5)cc4)[C@@H]3C2)c1	-2.2
CN1C(=O)c2cc(NS(=O)(=O)c3ccc(F)cc3)ccc2OC[C@H]2O[C@H](CC(=O)NCC(F)(F)F)CC[C@@H]21	-0.6
COc1ccc(CN(C)C[C@H]2OCCCC[C@@H](C)Oc3ccc(NC(=O)Nc4cccc5ccccc45)cc3C(=O)N([C@@H](C)CO)C[C@@H]2C)cc1	-0.8
C[C@@H]1CN([C@H](C)CO)C(=O)Cc2cc(NC(=O)Cc3ccccc3)ccc2O[C@H]1CN(C)C(=O)Nc1ccc2c(c1)OCO2	1.4
COc1ccc(S(=O)(=O)N(C)C[C@H]2OCCCC[C@@H](C)Oc3ccc(NS(=O)(=O)c4cn(C)cn4)cc3C(=O)N([C@H](C)CO)C[C@H]2C)cc1	2.0
CCCNC(=O)N1C[C@@H](C)[C@@H](OC)CN(C)C(=O)c2ccc(NC(=O)C3CCC3)cc2OC[C@@H]1C	-1.1
CC(C)NC(=O)N(C)C[C@@H]1Oc2ncc(C#CCc3ccccc3)cc2C(=O)N([C@H](C)CO)C[C@@H]1C	-0.6
CN1CCN(C(=O)C[C@@H]2CC[C@@H]3[C@H](COC[C@@H](O)CN3C(=O)c3ccccc3F)O2)CC1	-0.1
COCC(=O)N(C)C[C@H]1Oc2ncc(/C=C/c3ccccc3)cc2C(=O)N([C@@H](C)CO)C[C@@H]1C	0.2
Cc1ccc(S(=O)(=O)Nc2ccc3c(c2)C(=O)N([C@@H](C)CO)C[C@@H](C)[C@H](CN(C)C(=O)C2CCCCC2)OCCCC[C@H](C)O3)cc1	4.1
C[C@H]1CN([C@@H](C)CO)S(=O)(=O)c2ccc(C#Cc3cccnc3)cc2O[C@H]1CN(C)C(=O)Nc1ccc2c(c1)OCO2	0.6
CCCC#Cc1cnc2c(c1)C(=O)N([C@@H](C)CO)C[C@@H](C)[C@@H](CN(C)C(=O)c1cccnc1)O2	-0.7
CC(=O)Nc1ccc2c(c1)C(=O)N(C)[C@H]1CC[C@@H](CC(=O)NCc3ccccc3)O[C@@H]1CO2	2.6
COc1ccccc1S(=O)(=O)N(C)C[C@H]1OCc2ccccc2-c2c(n(C)c3ccccc23)C(=O)N([C@@H](C)CO)C[C@H]1C	-1.9
Cc1ccccc1-c1cnc2c(c1)C(=O)N([C@@H](C)CO)C[C@@H](C)[C@@H](CN(C)Cc1cncnc1)O2	1.1
O=C(C[C@H]1CC[C@H]2[C@@H](COC[C@@H](O)CN2S(=O)(=O)c2cccc(Cl)c2)O1)NCCCN1CCOCC1	0.4
C[C@H](CO)N1C[C@H](C)[C@@H](CN(C)Cc2ccc(C(=O)O)cc2)Oc2c(NC(=O)NC3CCCCC3)cccc2C1=O	-2.2

By substructure, the compounds so far containing two or more sulfur atoms.
SMILES	Mtb BioA inh
CO[C@H](CN(C)Cc1nccs1)[C@H](C)CN([C@H](C)CO)S(=O)(=O)c1ccc(F)cc1	1.2
COc1ccc(S(=O)(=O)N(C)C[C@H]2OCCCC[C@@H](C)Oc3ccc(NS(=O)(=O)c4cn(C)cn4)cc3C(=O)N([C@H](C)CO)C[C@H]2C)cc1	2.0

Next section
SMILES	Mtb BioA inh
N#C[C@H]1N[C@@H](CO)[C@@H]1c1ccc(C#CC2CCCC2)cc1	1.9
CC(C)NC(=O)Nc1ccc2c(c1)C(=O)N([C@H](C)CO)C[C@H](C)[C@@H](CN(C)C(=O)CCCN(C)C)OCCCC[C@H](C)O2	-0.8
C[C@@H]1CN([C@@H](C)CO)C(=O)c2cc(-c3ccccc3)cnc2O[C@H]1CN(C)C(=O)c1ccccn1	4.0
C[C@@H]1CN([C@H](C)CO)C(=O)c2cc(NC(=O)CCC(F)(F)F)ccc2O[C@@H](C)CCCCO[C@@H]1CN(C)CC1CCCCC1	-0.7
C[C@H]1CN([C@@H](C)CO)C(=O)Cc2cc(NC(=O)Cc3ccccc3)ccc2O[C@H]1CN(C)S(=O)(=O)c1cn(C)cn1	2.7
O=C(C[C@H]1CC[C@@H]2[C@H](COC[C@H](O)CN2S(=O)(=O)c2ccc(F)cc2)O1)N[C@H]1CCN(Cc2ccccc2)C1	0.2
CC(C)COC(=O)N(C)C[C@H]1OCc2ccccc2-c2c(n(C)c3ccccc23)C(=O)N([C@H](C)CO)C[C@@H]1C	5.4
Cc1noc(C)c1NC(=O)Nc1ccc2c(c1)CC(=O)N([C@H](C)CO)C[C@H](C)[C@H](CN(C)Cc1ccccc1)O2	-1.1
C[C@H](CO)N1C[C@H](C)[C@@H](CN(C)S(=O)(=O)c2cn(C)cn2)Oc2ccc(NS(C)(=O)=O)cc2CC1=O	2.4
O=C(C[C@@H]1C[C@H]2c3cc(NC(=O)c4cccnc4)ccc3O[C@H]2[C@@H](CO)O1)NCCN1CCCCC1	4.2
C[C@H]1CCCCO[C@H](CN(C)C(=O)C2CCCCC2)[C@@H](C)CN([C@@H](C)CO)C(=O)c2cc(NC(=O)Nc3ccccc3)ccc2O1	-1.5
CCCC#Cc1ccc2c(c1)O[C@@H](CN(C)C(=O)CN(C)C)[C@@H](C)CN([C@@H](C)CO)S2(=O)=O	-2.8
COc1ccc(S(=O)(=O)Nc2ccc3c(c2)C(=O)N([C@H](C)CO)C[C@H](C)[C@@H](CN(C)C(=O)c2ccncc2)OCCCC[C@@H](C)O3)cc1	1.0
O=C(C[C@@H]1C[C@@H]2c3cc(NC(=O)Nc4ccccc4F)ccc3O[C@@H]2[C@@H](CO)O1)NCCc1ccccc1	-0.1
Cn1cnc(CCNC(=O)C[C@H]2CC[C@H]3[C@@H](COC[C@H](O)CN3C(=O)C3CC3)O2)c1	2.6
Cc1noc(C)c1NC(=O)Nc1ccc2c(c1)C(=O)N([C@@H](C)CO)C[C@@H](C)[C@@H](CN(C)CC1CC1)OCCCC[C@@H](C)O2	-0.7
CO[C@@H]1CN(C)C(=O)c2cc(NC(=O)c3ccccc3F)ccc2OC[C@H](C)N(C(=O)c2ccccc2F)C[C@H]1C	-0.1
C=CCN1C(=O)[C@]2(O[C@H](CCn3cc([C@H](O)c4ccccc4)nn3)[C@@H]([Si](C)(C)c3ccc(OC)cc3)[C@@H]2C)c2cc(N3CCC3=O)ccc21	-2.1
CNC[C@H]1Oc2c(NC(=O)c3nc4ccccc4s3)cccc2C(=O)N([C@@H](C)CO)C[C@H]1C	-3.2
O=C(Nc1ccc2c(c1)OCO2)N[C@H]1C=C[C@H](CC(=O)N2CCN(c3ccccc3)CC2)O[C@@H]1CO	-0.4
CCC(=O)Nc1ccc2c(c1)C(=O)N(C)C[C@@H](OC)[C@@H](C)CN(C(=O)Cc1ccccn1)[C@H](C)CO2	1.9
C[C@@H]1CN([C@H](C)CO)C(=O)c2cc(NS(C)(=O)=O)ccc2O[C@@H](C)CCCCO[C@@H]1CN(C)CC1CCCCC1	0.3
C[C@@H]1CN([C@H](C)CO)C(=O)Cc2cc(NS(C)(=O)=O)ccc2O[C@@H]1CN(C)C(=O)Nc1ccccc1	3.8
O=C(C[C@H]1CC[C@@H]2[C@H](COC[C@@H](O)CN2Cc2nccs2)O1)NCc1ccccc1	-0.6
C[C@H](CO)N1C[C@H](C)[C@@H](CN(C)C(=O)Nc2ccccc2)OCCCC[C@H](C)Oc2ccc(NC(=O)Nc3ccc4c(c3)OCO4)cc2C1=O	0.9
C[C@@H]1CCCCO[C@H](CN(C)Cc2ccc(C(=O)Nc3ccccc3N)cc2)[C@@H](C)CN([C@H](C)CO)C(=O)c2cc(NS(=O)(=O)c3ccc(Cl)cc3)ccc2O1	-1.1
CO[C@H]1CN(C)C(=O)c2cc(NC(=O)NC(C)C)ccc2OC[C@H](C)N(C(=O)NC(C)C)C[C@@H]1C	-2.4
COc1ccc(NC(=O)Nc2cccc3c2O[C@H](CN(C)CC2CCCCC2)[C@H](C)CN([C@H](C)CO)C3=O)cc1	-1.4
CCNC(=O)C[C@@H]1CC[C@@H]2[C@H](COC[C@@H](O)CN2C(=O)C2CCOCC2)O1	-4.0
O=C(N[C@H]1CC[C@@H](CCNS(=O)(=O)Cc2ccccc2)O[C@H]1CO)c1ccc2c(c1)OCO2	2.9
CO[C@@H]1CN(C)C(=O)c2cc(NC(=O)C3CCC3)ccc2OC[C@@H](C)N(C(=O)NC(C)C)C[C@@H]1C	-0.8
COc1ccc(CN(C)C[C@H]2OCCCC[C@@H](C)Oc3ccc(NS(=O)(=O)c4ccc(F)cc4)cc3C(=O)N([C@@H](C)CO)C[C@H]2C)cc1	0.9
CC(C)CC#Cc1cnc2c(c1)C(=O)N([C@@H](C)CO)C[C@H](C)[C@@H](CN(C)S(=O)(=O)c1cn(C)cn1)O2	0.4
CN(C)CC(=O)N1[C@H](C#N)[C@@H](c2ccc(-c3ccccc3F)cc2)[C@@H]1CO	-1.3
O=C(Nc1cccc(F)c1)N1C[C@H]2[C@@H](c3ccccc31)[C@@H](CO)N2C(=O)Cc1ccccc1	4.5
O=C(C[C@@H]1CC[C@H](NS(=O)(=O)c2ccc(F)cc2)[C@H](CO)O1)NC1CCC1	0.6
O=C(c1ccccc1F)N1C[C@H]2[C@@H](c3ccccc31)[C@H](CO)N2C(=O)c1ccncc1	8.5
C[C@@H]1CCCCO[C@@H](CN(C)C(=O)Nc2cccc3ccccc23)[C@@H](C)CN([C@H](C)CO)C(=O)c2cc(NC(=O)CCCCCC(=O)Nc3ccccc3N)ccc2O1	0.7
C[C@@H]1CN([C@@H](C)CO)C(=O)c2cc(/C=C/c3ccccc3)cnc2O[C@H]1CN(C)S(=O)(=O)c1cccs1	3.4
COCCOC(=O)N1C(=O)[C@@]2(c3cc(C#CCC(C(=O)OC)C(=O)OC)ccc31)[C@H](c1ccccc1OCCO)N1[C@H](c3ccccc3)[C@H](c3ccccc3)OC(=O)[C@H]1[C@@H]2C(=O)NC[C@H](O)c1ccccc1	-3.1
CC(C)C#Cc1ccc2c(c1)O[C@@H](CN(C)Cc1ccccn1)[C@H](C)CN([C@@H](C)CO)S2(=O)=O	-1.2
Cc1ccc(S(=O)(=O)Nc2ccc3c(c2)C(=O)N([C@@H](C)CO)C[C@@H](C)[C@@H](CN(C)Cc2ccc4c(c2)OCO4)O3)cc1	1.0
C[C@@H](NC(=O)C[C@@H]1C[C@@H]2c3cc(NC(=O)C4CCOCC4)ccc3O[C@@H]2[C@H](CO)O1)c1ccccc1	-0.2
CC(C)CC#Cc1ccc2c(c1)O[C@@H](CN(C)C(=O)c1cccc(F)c1)[C@@H](C)CN([C@@H](C)CO)S2(=O)=O	0.0
CCCN1[C@@H]2Cn3c(ccc(/C=C/c4ccccc4)c3=O)[C@H]1[C@@H](C(=O)NCC1CC1)[C@@H]2CO	1.2
Cc1ccc(S(=O)(=O)Nc2ccc3c(c2)C(=O)N([C@H](C)CO)C[C@H](C)[C@@H](CN(C)Cc2ccc(C(=O)O)cc2)OCCCC[C@@H](C)O3)cc1	-1.5
COc1ccc(CN(C)C[C@@H]2Oc3c(NC(=O)C4CC4)cccc3C(=O)N([C@@H](C)CO)C[C@H]2C)cc1	2.3
COc1ccc(NC(=O)Nc2ccc3c(c2)[C@H]2C[C@H](CC(=O)N4CCN(C)CC4)O[C@H](CO)[C@H]2O3)cc1	-0.2

Shown comma-delimited: 5 of the compounds above.
SMILES,Mtb BioA inh
COc1ccc(CN(C)C[C@H]2OCCCC[C@@H](C)Oc3ccc(NS(=O)(=O)c4ccc(F)cc4)cc3C(=O)N([C@@H](C)CO)C[C@H]2C)cc1,0.9
CC(C)CC#Cc1cnc2c(c1)C(=O)N([C@@H](C)CO)C[C@H](C)[C@@H](CN(C)S(=O)(=O)c1cn(C)cn1)O2,0.4
CN(C)CC(=O)N1[C@H](C#N)[C@@H](c2ccc(-c3ccccc3F)cc2)[C@@H]1CO,-1.3
O=C(Nc1cccc(F)c1)N1C[C@H]2[C@@H](c3ccccc31)[C@@H](CO)N2C(=O)Cc1ccccc1,4.5
O=C(C[C@@H]1CC[C@H](NS(=O)(=O)c2ccc(F)cc2)[C@H](CO)O1)NC1CCC1,0.6

A portion of the library; count on the stated rates, not on these rows.
